TDP1 cell CPT: DT40-hTDP1 cell growth loss with CPT; AID 686979; Potency, µM (top dose mostly 46.2 µM), for inactives: top-dose activity change, negative = growth inhibition, actives largely listed as inhibitors; 420,000 tested, 12% active; chicken DT40 Tdp1-/-;hTDP1 cells + 20 nM CPT, ATP luminescence, 48 h; note: nearly all actives have a fitted effect of over 55% in size
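Chicken DT40 Tdp1-/- cells stably complemented with human TDP1 were seeded at 400 cells/well in medium containing 20 nM camptothecin, exposed to pin-transferred compounds, and grown at 37 °C for at least 48 hr. Viability was read as ATP luminescence.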
TDP1 cell noCPT: qHTS for Inhibitors of human tyrosyl-DNA phosphodiesterase 1 (TDP1): qHTS in cells in absence of CPT; DT40 Tdp1-/- hTDP1 cells, no CPT, ATP luminescence, 48 h; Potency, µM (series often up to 46.2 µM), inactives show at the highest dose activity change, negative = growth inhibition, actives largely listed as inhibitors; 420,000 tested, 15% active; AID 686978, 2013; note: nearly all actives have a fitted effect of over 55% in size
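A cellular qHTS used chicken DT40 cells lacking endogenous Tdp1 but carrying stably transfected human TDP1. Compounds were applied without camptothecin, and cell growth kinetics were judged by ATP-dependent luminescence after ≥48 hr.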
GCN5L2 inh: GCN5L2 (KAT2A) acetyltransferase inhibition; Potency, µM (highest dose often 58.9 µM), for inactives: at the top dose activity change, negative = inhibition, most hits filed as inhibitors; 390,000 tested, 0.21% active; AID 504327; GCN5L2 HAT assay, ThioGlo1 CoA-SH fluorescence; Q92830
Target sequence (Q92830 whole entry, looked up): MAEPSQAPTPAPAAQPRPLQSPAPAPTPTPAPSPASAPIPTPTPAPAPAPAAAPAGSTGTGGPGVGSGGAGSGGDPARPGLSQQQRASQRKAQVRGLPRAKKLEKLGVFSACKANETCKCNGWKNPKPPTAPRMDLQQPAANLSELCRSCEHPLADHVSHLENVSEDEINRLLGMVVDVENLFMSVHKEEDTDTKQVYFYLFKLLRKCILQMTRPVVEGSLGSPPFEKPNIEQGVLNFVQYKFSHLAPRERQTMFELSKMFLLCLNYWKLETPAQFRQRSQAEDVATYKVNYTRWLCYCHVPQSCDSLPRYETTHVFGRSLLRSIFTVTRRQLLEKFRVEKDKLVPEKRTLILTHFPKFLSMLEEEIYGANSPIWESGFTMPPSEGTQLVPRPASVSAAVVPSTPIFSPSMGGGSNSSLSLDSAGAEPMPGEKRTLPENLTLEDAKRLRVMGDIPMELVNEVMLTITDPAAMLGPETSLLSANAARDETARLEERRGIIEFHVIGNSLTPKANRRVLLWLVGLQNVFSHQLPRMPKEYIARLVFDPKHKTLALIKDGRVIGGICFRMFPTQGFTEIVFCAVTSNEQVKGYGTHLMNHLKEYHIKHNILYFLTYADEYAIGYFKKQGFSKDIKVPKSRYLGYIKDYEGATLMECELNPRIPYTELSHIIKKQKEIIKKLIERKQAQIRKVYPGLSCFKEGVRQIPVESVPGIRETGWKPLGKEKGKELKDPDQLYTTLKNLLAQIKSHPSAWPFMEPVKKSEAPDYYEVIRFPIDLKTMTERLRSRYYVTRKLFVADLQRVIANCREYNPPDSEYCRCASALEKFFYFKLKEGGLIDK
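ThioGlo1-coupled HAT assay: 20nM GCN5L2, 70uM acetyl-CoA, 75uM H3(1-25) peptide, pH 7.5. Fluorescence read at 340/540nm at start and after 20 min at room temperature.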
* marks the source's active call; other numbers are inactive results; u = inconclusive; x = no result given; & = joins results of further samples; [ ] = another dose, or the depositor's remark. Calls come from the whole dose curve; as a rule, active = well fitted curve in the direction sought with a large enough effect; inconclusive = small, poorly fitted or top-dose-only effect, or another doubt; inactive = no such curve, though single readings can be large; an effect the other way counts as inactive or inconclusive. % is set by controls: 0 for no effect and ±100 for the full control effect; potency is the fitted concentration of half-maximal effect.

SMILES	TDP1 cell CPT	TDP1 cell noCPT	GCN5L2 inh
Cc1ccccc1C(=O)Nc1cc2c(cc1N1CCOCC1)n(C)c(=O)n2C	u	u	-1%
Cc1ccc(NC(=O)CN(C)C(=O)c2ccccc2Cc2ccccc2)cc1	u	u	-9%
CCOc1ccc(NC(=O)c2c(N)n(C)c(=O)[nH]c2=O)cc1	0%	-5%	x
OC(CN1C2=NCCCN2c2ccccc21)c1ccc2c(c1)OCO2 (centres undefined)	-10%	-1%	-4%
CC(O)c1nc(C(C)O)n(CC(=O)c2ccccc2)n1 (centres undefined)	3%	-5%	-1%
CCNC(=O)CSc1nc2ccccc2c(=O)n1-c1cccc(OC)c1	0%	-8%	1%
CC(C)(C)c1ccc(S(=O)(=O)NCC(=O)N2CCN(C(=O)c3ccco3)CC2)cc1	-25%	-16%	-4%
Cc1ccc(NS(=O)(=O)c2ccc3c(c2)NC(=O)C(C)C(=O)N3)cc1C (centres undefined)	u	18µM*	-7%
O=C(CN1CCN(c2ccc(Cl)cc2)CC1)Nc1ccc(F)c(F)c1	u	u	13%&-4%
C[C@@H](c1ccccc1)N1C[C@H](COCc2ccccc2)Oc2cc(N3CCC[C@H]3C(N)=O)ccc2S1(=O)=O	u	u	x
COc1cccc(CNC(=O)CCc2cn(Cc3ccccc3Cl)c3ccccc23)c1	u	18µM*	-5%
CC1CN(Cc2cccn2-c2cccnc2)Cc2cc(Cl)ccc2O1 (centres undefined)	-18%[9.04 µM]	18µM*	x
Cc1ccc(OCC(=O)NC2CC(C)(C)NC(C)(C)C2)cc1C	-6%	-10%	-16%
CCCc1cc(=O)oc2cc(OC(C)C(=O)NCC3CCC(C(=O)O)CC3)ccc12 (centres undefined)	u	4%	-12%
O=C(CN1CCN(c2ccccc2F)CC1)c1ccc2c(c1)OCO2	-10%	-3%	-1%
Brc1ccc(CN2CCN(Cc3c[nH]c4ccccc34)CC2)cc1	2.3µM*	9.2µM*	5%
COc1cccc(OC)c1C(=O)Nc1c(C)n(C)n(-c2ccccc2)c1=O	2%	7%	-4%
COC(=O)[C@H](Cc1ccccc1)NC(=O)NC(C)CCc1ccccc1 (some centres undefined)	8%	11%	24%
CCN1CCN(C(=S)c2ccc(SC)cc2)CC1	-11%	-11%	-4%
Cc1ccc(NC(=O)c2cccs2)cc1NC(=O)c1ccco1	-9%	-8%	-3%
CCn1nc(C(=O)N2CCc3ccccc32)c2ccccc2c1=O	7%	-11%	-5%
COC(=O)[C@@]12C[C@@H](CC(=O)N3CCSCC3)C(=O)N(CCc3ccc(OC)c(OC)c3)C1=CCC(C)(C)C2	u	u	x
CN(N=O)C(=O)N[C@@H]1[C@@H](O)[C@H](O)[C@@H](CO)O[C@@H]1O	-2%[21.1 µM]	-13%[21.1 µM]	x
CC(C)CCn1c(SCCN2CCOCC2)nc2c1c(=O)[nH]c(=O)n2C	u	-21%	0%
Cc1ccc(OCC(=O)N(Cc2nc(-c3ccccc3)no2)C(C)C)cc1C	u	u	-4%

Next section, starting with the last 3 of the part before.
SMILES	TDP1 cell CPT	TDP1 cell noCPT	GCN5L2 inh
CN(N=O)C(=O)N[C@@H]1[C@@H](O)[C@H](O)[C@@H](CO)O[C@@H]1O	-2%[21.1 µM]	-13%[21.1 µM]	x
CC(C)CCn1c(SCCN2CCOCC2)nc2c1c(=O)[nH]c(=O)n2C	u	-21%	0%
Cc1ccc(OCC(=O)N(Cc2nc(-c3ccccc3)no2)C(C)C)cc1C	u	u	-4%
Cc1ccc(OCCn2cnc3c2c(=O)n(C)c(=O)n3C)cc1	u	u	0%
COC(=O)CN1C(=O)C(C)(C)Oc2ccc(C(=O)NC3CCCC3)cc21	3%	6%	-14%
CCOC(=O)C1CCCN(C(=O)c2cccc(Cl)c2)CC1 (centres undefined)	-17%	-11%	x
O=C(Nc1nnc(C2CC2)s1)c1ccc(Cl)c(S(=O)(=O)N2CCc3ccccc3C2)c1	1%	-17%	-11%
N#CCCN(C(=O)COC(=O)CNC(=O)c1cccs1)c1ccc(F)cc1	7%	0%	-1%
O=C(Nc1ccccc1C(=O)O)c1cc(S(=O)(=O)Nc2cccc(F)c2)ccc1Cl	-20%	u	-2%
CCCCN1C(=O)C(NC(C)=O)c2ccccc21 (centres undefined)	5%	1%	11%
O=C(CN1C(=O)/C(=C2/SC(=S)N(CCS(=O)(=O)O)C2=O)c2ccccc21)Nc1cccc(C(F)(F)F)c1	-4%	0%	28µM*
COc1ccc(C(=O)NC(=S)NCc2cccnc2)cc1Cl	-22%	u	-7%
CSc1ccccc1NC(=O)COc1ccc2c(c1)OCO2	u	u	-8%
COc1ccc(C)cc1-n1nnnc1SCC(=O)Nc1cccnc1Cl	u	21µM*	-3%
CCCOc1ccccc1-c1nc2c([nH]1)c(=O)[nH]c(=O)n2C	-17%	-29%	-6%
O=C(O)CC(c1ccc(OC2CCCC2)cc1)N1C(=O)c2ccccc2C1=O (centres undefined)	24%	-2%	-7%
O=C(CCS(=O)(=O)c1ccc(Cl)cc1)N1CCCc2ccccc21	-27%	-15%	x
COc1ncnc(OC)c1S(=O)(=O)NCc1ccccc1	-9%	-2%	2%
Cc1ccc(-n2c(O)c(/C=N/Nc3ccc(S(=O)(=O)N4CCOCC4)cc3[N+](=O)[O-])c3ccccc3c2=O)c(C)c1	21µM*	12µM*	-29%
O=C(NCCc1c[nH]c2ccccc12)C1CCN(S(=O)(=O)c2ccccc2)CC1	-28%	2%	0%
COc1ccc(CNC(=O)N2CCc3nc(Nc4cc(OC)c(OC)c(OC)c4)ncc3C2)cc1	u	u	x
Cc1cc(C)n(-c2nnc(C)n2/N=C/c2cc(Br)ccc2OCc2ccccc2)n1	u	u	-7%
CC(=O)C1=NN(c2ccccc2)C(c2cccs2)N1c1ccc(N(C)C)cc1 (centres undefined)	2.2µM*	4µM*	0%
CCN(C(=O)/C=C/c1ccc2c(c1)OCO2)c1ccccc1	u	u	1%
O=C(Nc1cnc2sc3c(n2c1=O)CCCC3)c1ccc(F)cc1	u	u	-1%
COc1ccc(NS(=O)(=O)c2cccc(C(=O)N3CCN(Cc4ccc5c(c4)OCO5)CC3)c2)cc1	26µM*	u	-4%
O=C(Nc1ccc2[nH]c(=O)c(=O)[nH]c2c1)c1cccc(F)c1	12%	-6%	-5%
CCN(c1ccccc1)S(=O)(=O)c1csc(C(N)=O)c1	u	-29%	-5%
Cn1c(N)c(-c2ccccc2)c2ccc([N+](=O)[O-])cc2c1=O	u	u	-2%
O=C(CSc1nnc(CNc2ccccc2)o1)N1CCN(C(=O)c2ccco2)CC1	-17%	-6%	2%
COc1ccc(S(=O)(=O)N(Cc2nc3ccccc3c(=O)[nH]2)C2CCCC2)cc1	u	u	-6%
CC(C)Sc1oc(-c2ccco2)nc1S(=O)(=O)c1ccccc1	-21%	-24%	-2%

As entered above:
Cc1ccc(OCCn2cnc3c2c(=O)n(C)c(=O)n3C)cc1 in GCN5L2 inh = 0%
O=C(CN1C(=O)/C(=C2/SC(=S)N(CCS(=O)(=O)O)C2=O)c2ccccc21)Nc1cccc(C(F)(F)F)c1 in TDP1 cell CPT = -4%
CCOC(=O)C1CCCN(C(=O)c2cccc(Cl)c2)CC1 (centres undefined) in TDP1 cell noCPT = -11%
COc1ccc(C)cc1-n1nnnc1SCC(=O)Nc1cccnc1Cl in TDP1 cell noCPT = 21µM*
CCN(C(=O)/C=C/c1ccc2c(c1)OCO2)c1ccccc1 in GCN5L2 inh = 1%
CSc1ccccc1NC(=O)COc1ccc2c(c1)OCO2 in GCN5L2 inh = -8%

Filtered by structure, those above with a furan ring, fused or not.
SMILES	TDP1 cell CPT	TDP1 cell noCPT	GCN5L2 inh
CC(C)(C)c1ccc(S(=O)(=O)NCC(=O)N2CCN(C(=O)c3ccco3)CC2)cc1	-25%	-16%	-4%
Cc1ccc(NC(=O)c2cccs2)cc1NC(=O)c1ccco1	-9%	-8%	-3%
O=C(CSc1nnc(CNc2ccccc2)o1)N1CCN(C(=O)c2ccco2)CC1	-17%	-6%	2%
CC(C)Sc1oc(-c2ccco2)nc1S(=O)(=O)c1ccccc1	-21%	-24%	-2%

Some of the compounds tested; rates above refer to the full screens.
